High-throughput results deposited in PubChem by National Center for Advancing Translational Sciences (NCATS).
RXFP1 agonist: activates the human relaxin receptor RXFP1; HEK293T-RXFP1 cAMP TR-FRET, 30 min; response scale: percent of porcine relaxin response, buffer zero; hit rate 0.3% among 370,000; Q9HBX9; Potency, µM (highest dose often 57.5 µM), for the others: at the top dose activation, usual class: activators; note: potency is the fitted concentration of half-maximal effect; % is set by controls: 0 for no effect and ±100 for the full control effect; nearly all actives have a fitted effect of over 60% in size; many of its hits are not listed in these tables
Target sequence (Q9HBX9 whole entry, looked up): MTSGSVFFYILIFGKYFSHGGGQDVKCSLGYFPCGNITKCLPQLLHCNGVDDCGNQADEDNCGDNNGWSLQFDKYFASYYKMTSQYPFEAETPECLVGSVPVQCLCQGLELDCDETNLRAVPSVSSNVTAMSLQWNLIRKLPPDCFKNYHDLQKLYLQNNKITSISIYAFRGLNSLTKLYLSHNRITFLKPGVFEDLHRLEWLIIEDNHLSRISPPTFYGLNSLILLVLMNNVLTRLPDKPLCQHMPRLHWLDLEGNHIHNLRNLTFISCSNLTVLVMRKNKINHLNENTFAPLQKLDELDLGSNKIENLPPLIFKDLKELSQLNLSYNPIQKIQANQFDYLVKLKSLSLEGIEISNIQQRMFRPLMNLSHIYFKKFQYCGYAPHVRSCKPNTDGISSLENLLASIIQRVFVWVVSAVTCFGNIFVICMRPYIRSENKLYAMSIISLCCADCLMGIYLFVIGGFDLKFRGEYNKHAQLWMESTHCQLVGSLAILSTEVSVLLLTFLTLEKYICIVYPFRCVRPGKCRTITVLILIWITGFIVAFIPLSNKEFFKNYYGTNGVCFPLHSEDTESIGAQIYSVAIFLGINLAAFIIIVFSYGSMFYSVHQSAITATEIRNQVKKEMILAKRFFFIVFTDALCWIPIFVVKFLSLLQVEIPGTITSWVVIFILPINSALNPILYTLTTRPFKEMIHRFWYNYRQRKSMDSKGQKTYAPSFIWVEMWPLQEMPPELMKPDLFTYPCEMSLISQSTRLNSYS
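HEK293 cells stably expressing RXFP1, treated 30 min at 37C with compounds plus PDE4 inhibitor Ro 20174; cAMP measured by HTRF TR-FRET. Normalized to buffer and 29 nM porcine relaxin; EC50 by Hill fit.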
D1 agonist: human D1 receptor agonism; P21728; HEK293 T-REx D1 cells, calcium flux, agonist mode; activation, % at 2 µM; hit rate 1% among 360,000; AID 504660; in the data active = activation above about 30%; note: 0% is about no effect
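Tetracycline-induced HEK293 TREx D1 cells, force-coupled to calcium signalling, were dye-loaded with a no-wash calcium kit. Compound was pin-added after a 10 s baseline. Fluorescence was read kinetically at 1 cycle/s for 180 s, with calcium rises flagged as agonism.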
D1 potentiator: enhances dopamine response at the human D1 receptor; potentiation, % at 10 µM; HEK293 TREx D1 cells, calcium flux, dopamine EC20 potentiation; P21728; hit rate 0.036% among 360,000; in the data active = potentiation above about 30%; note: 0% is about no effect
D2 PAM: D2 dopamine receptor (human) potentiation; P14416; HEK293 T-REx D2, calcium flux, EC20 dopamine potentiation; potentiation, % at 10 µM; hit rate 0.34% among 340,000;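 active = potentiation over 3 SD above the plate norm, cut at about 30% in these data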; note: 0% is about no effect
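Calcium flux readout, no-wash dye, 1 read/s. Inducible HEK293 Trex D2 line, overnight 30 C. Compound alone 180 s (agonist flags), then EC20 dopamine, another 180 s to score potentiation.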
Glioma ERSR ind: inducers of ER stress response in human glioma cells. Potency, µM, without a hit: top-dose activation, actives largely listed as activators. hit rate 0.02% among 420,000. U87-MG GRP78 promoter luciferase reporter, 16 h. AID 602332; note: potency is the fitted concentration of half-maximal effect; series mostly up to about 76 µM; % of control where 0% means no effect; nearly all actives have a fitted effect of over 35% in size
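ERSR induction read as luciferase luminescence (Bright-Glo, 10 min at room temperature) in stably transfected human U87-MG glioma cells exposed to compounds for 16 h, using GRP78 as sensor.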
D1 antag: blocks dopamine activation of the human D1 receptor; activity change, negative = inhibition, % at 10 µM; AID 504652; hit rate 3.2% among 360,000; P21728; HEK293 TREx D1 cells, calcium flux, dopamine EC80; active compounds read low; in the data active = activity change below about -30%; note: % is set by controls: 0 for no effect and ±100 for the full control effect
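Allosteric or orthosteric antagonism assessed as attenuation of the calcium response to EC80 dopamine, added 180 s after compound, in induced HEK293 Trex D1 cells loaded with no-wash calcium dye.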
RXFP1 antagonist: blocks the human relaxin receptor RXFP1; activity change, negative = inhibition, % at 57.5 µM; HEK293-RXFP1, relaxin-stimulated cAMP HTRF, 30 min; active compounds read low; hit rate 0.59% among 350,000; Q9HBX9;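 active = activity change of -60% or lower, but not beyond a set lower limit; inconclusive = change between -60% and -40%, or beyond the set limit; inactive = change above -40%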; note: % is set by controls: 0 for no effect and ±100 for the full control effect
Vif-APOBEC3G blk: blocks the Vif interaction with human APOBEC3G; HeLa A3G-eYFP + Vif (tagged APOBEC3G with the HIV-1 protein that degrades it), YFP fluorescence, overnight; AID 602310; hit rate 0.076% among 410,000; Q9HC16; Potency, µM (highest dose often 46.1 µM), for the others: top-dose activity, negative = active, actives largely listed as inhibitors;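 note: potency is the fitted concentration of half-maximal effect; % is set by controls: 0 for no effect and ±100 for the full control effect; nearly all actives have a fitted effect of over 60% in size; hits raise eYFP signal because A3G escapes Vif-driven loss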
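Read-out is eYFP fluorescence (Ex 488/Em 500-530) from Vif-expressing HeLa A3G-eYFP cells; more signal means A3G escaped Vif-mediated degradation. Cells plated overnight, compound pinned in, incubated overnight at 37 deg C.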
Vif-APOBEC3F blk: blocks the Vif interaction with APOBEC3F | HeLa A3F-eYFP + Vif (tagged APOBEC3F with the HIV-1 protein that degrades it), YFP fluorescence increase | Potency, µM (series often up to 46.1 µM), without a hit: at the top dose activity, negative = active | hit rate 0.2% among 390,000 | AID 602313; note: potency is the fitted concentration of half-maximal effect; % of control where 0% means no effect; nearly all actives have a fitted effect of over 65% in size
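HeLa cells stably expressing Vif plus C-terminally eYFP-tagged A3F were seeded, incubated overnight at 37 deg C, dosed with compound, incubated overnight again at 37 deg C. Yellow fluorescence (Ex 488/Em 500-530) reported blocked Vif-mediated A3F-eYFP degradation.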
An asterisk follows results filed as active; ? = inconclusive; nt = not tested or not shown; & = joins results of further samples. Unless noted, calls come from the whole dose curve; as a rule, active = well fitted curve in the direction sought with a large enough effect; inconclusive = small, poorly fitted or top-dose-only effect, or another doubt; inactive = no such curve, though single readings can be large; an effect the other way counts as inactive or inconclusive. The list is partial; rates above refer to the full screens.

compound,RXFP1 agonist,D1 agonist,D1 potentiator,D2 PAM,Glioma ERSR ind,D1 antag,RXFP1 antagonist,Vif-APOBEC3G blk,Vif-APOBEC3F blk
Cc1csc(Nc2ccccc2)n1,-0.1%,-1,-5,5,8%,nt,-1,-2%,?
CCCC1=C(C(=O)OCC)C(c2ccco2)n2ncnc2N1 (configuration not stated),-1.1%,0,1,6,-5%,12,-10,1%,-2%
COc1ccc(CNC(=O)CN(C)S(=O)(=O)c2ccc3[nH]c4c(c3c2)CCCC4)cc1,-0.1%,-1,0,2,-5%,-4,-1,4%,4%
O=C1CC(NCc2ccccc2F)C(=O)N1c1ccccc1 (configuration not stated),0.7%,0,5,-2,-2%,-2,-6,1%,-7%
CC(=O)O[C@H]1CC[C@H]2[C@@H]3CCc4cc(O)ccc4[C@H]3CC[C@]12C,-0.1%,3,4,4,-7%,-16,nt,-17%,8%
CSc1nsc(NC(=O)CCNC(=O)c2ccc([N+](=O)[O-])cc2)n1,-0.8%,3,-11,3,0%,-11,-8,-1%,16%
O=C1[C@H]2[C@@H](C3CC3)N3C(=O)CN(Cc4ccccn4)C(=O)[C@@]3(Cc3ccccc3)[C@H]2C(=O)N1c1ccccc1,-0.6%,-1,4,-7,-4%,-1,nt,-3%,-2%
O=C(NCC(c1cccs1)N1CCOCC1)c1cccc([N+](=O)[O-])c1 (configuration not stated),-3.7%,0,2,4,-4%,-14,-2,0%,9%
CCn1c(/C(C#N)=C/c2ccccc2Cl)nc2ccccc21,3.4%,1,1,nt,?,1,-2,-3%,-3%
CCC(CC)CN1C(N(C)C)=NC[C@@H]1CC(C)C,-1.3%,0,-5,nt,-2%,-14,nt,6%,5%
Cc1ccccc1-c1nc2ccccc2c(=O)o1,nt,nt,nt,nt,1%,nt,2,1%,0%
O=C(CSc1nncn1-c1ccccc1)Nc1cc(F)ccc1F,-0.3%,0,-3,19,-3%,-1,-4,1%,12%
O=C(c1ccccc1)C(CN1CCCCC1)c1ccccc1 (configuration not stated),nt,nt,nt,nt,-13%,nt,-82*,?,-7%
C[n+]1ccccc1Nc1cc([N+](=O)[O-])ccc1N,1.3%,0,3,1,-5%,-2,-4,3%,1%
CN=C1S/C(=C\c2cccc(Cl)c2Cl)C(=O)N1C,nt,nt,nt,nt,3%,nt,2,-3%,-2%
CCOc1ccc(C(=O)Nc2cc(NC(=O)c3ccc(OCC)c(Cl)c3)cc(C(=O)O)c2)cc1Cl,2.9%,5,-1,8,1%,-12,-9,-14%,-10%
O=C(COc1cccnc1[N+](=O)[O-])c1ccc(Cl)s1,0.5%,1,0,4,-2%,-8,-12,5%,8%
CC(=O)c1ccc(NC(=O)CN2CCC(C(=O)c3ccc(F)cc3)CC2)cc1,2.0%,2,-3,6,0%,1,-8,1%,12%
CC(C)(C)c1cc(C(=O)NCc2cc(F)cc3c2OCOC3)n(Cc2ccccc2)n1,0.3%,4,-3,-1,-8%,4,-23,-7%,3%
O=C(N/N=C/c1ccccn1)c1cccc(S(=O)(=O)N2CCCC2)c1,0.3%,4,-3,3,-2%,-21,8,1%,-13%

Two records drawn at random from the list so far, as already listed:
compound,RXFP1 agonist,D1 agonist,D1 potentiator,D2 PAM,Glioma ERSR ind,D1 antag,RXFP1 antagonist,Vif-APOBEC3G blk,Vif-APOBEC3F blk
CN=C1S/C(=C\c2cccc(Cl)c2Cl)C(=O)N1C,nt,nt,nt,nt,3%,nt,2,-3%,-2%
CC(C)(C)c1cc(C(=O)NCc2cc(F)cc3c2OCOC3)n(Cc2ccccc2)n1,0.3%,4,-3,-1,-8%,4,-23,-7%,3%

Following part.
compound,RXFP1 agonist,D1 agonist,D1 potentiator,D2 PAM,Glioma ERSR ind,D1 antag,RXFP1 antagonist,Vif-APOBEC3G blk,Vif-APOBEC3F blk
CCN(C(C)=O)c1cccc2ccccc12,1.6%,-1,-5,-9,1%,-1,-6,2%,-8%
CCOC(=O)c1ccc(NS(=O)(=O)N2CCCCCC2)cc1,2.9%,13,1,7,1%,11,7,-6%,-6%
C(=N\Nc1nn[nH]n1)/c1ccccc1,0.8%,2,-2,8,-4%,13,-1,1%,1%
Cc1noc(-c2ccc(-c3noc(-c4ccc(F)cc4)n3)cc2)n1,0.4%,2,3,-1,-3%,20,-10,3%,4%
Nc1c(C(=O)c2ccccc2)oc2ccccc12,0.7%,1,-4,17,?,-9,3,3%,-7%
O=c1ccc2cc(S(=O)(=O)N3CCN(c4ccccc4F)CC3)ccc2o1,-4.0%,5,-4,-10,-2%,-9,5,-4%,-1%
Cc1nc2ccc(C(=O)N3CCN(Cc4ccccc4)CC3)cc2[nH]1,3.1%,2,-7,11,-4%,-11,1,-2%,-30%
Cc1cc(=O)[nH]c(SCCOc2ccc3c(c2)CCC3)n1,-0.2%,0,-4,3,-3%,-7,8,1%,0%
Cc1ccccc1NC(=O)Oc1cccc(OC(=O)c2ccccc2)c1,1.6%,3,-6,-11,-3%,-26,-12,-11%,3%
CCN(C(=O)CN1C(=O)NC2(CCC(C)CC2)C1=O)C1CCCCC1 (configuration not stated),nt,nt,nt,nt,-1%,nt,0,0%,-5%
CSc1ncc(C(=O)Nc2ccccc2C)c(C)n1,-1.6%,4,-5,-6,-3%,-4,-6,-2%,12%
COc1ccc(CC(=O)n2[nH]c(=O)cc(C)c2=O)cc1OC,1.1%,1,-2,1,-4%,-3,-24,-6%,-8%
O=C(N/N=C/c1ccc(F)cc1)c1ccc(OCc2ccccc2)cc1,-3.8%,0,-5,0,-3%,-7,-8,6%,1%
CCCCN1C(=O)c2[nH]nc(-c3ccccc3O)c2C1c1ccc(C(C)(C)C)cc1 (configuration not stated),-1.1%,3,3,-4,-1%,37,-15,3%,4%
COc1ccc(CN(C(=O)CO/N=C/c2ccccc2)c2ccccc2C(=O)O)cc1,-0.4%,1,-1,-13,5%,16,-8,-1%,14%
C(=C\n1nnc2ccccc21)/c1ccccn1,0.0%,0,-5,4,-8%,-26,nt,-7%,-5%
CCOc1ccc(CC2CCC(=O)NC2=O)cc1 (configuration not stated),-0.5%,-2,2,-5,0%,7,-4,2%,0%
CCOC(=O)c1ccc2c(c1)nc(SCC(=O)N1CCOCC1)n2CC,0.2%,2,-7,1,0%,-3,-9,-1%,0%
COc1ccc(-c2cn3c(n2)sc2cc(C(=O)NCc4cccs4)ccc23)cc1,13%,4,-1,-6,0%,-2,-3,-5%,-9%
O=C(NC1CCN(Cc2ccccc2)CC1)c1ccc(CS(=O)c2ccccc2Cl)o1 (configuration not stated),nt,nt,nt,nt,-3%,nt,-8,0%,0%
CC(C)NS(=O)(=O)c1ccc(Br)c(C(=O)OC(C)C(=O)NC2CCCCC2C)c1 (configuration not stated),-0.1%,1,3,2,-6%,1,-1,2%,-14%
Cc1cc(C(=O)NC2CCCc3c2cnn3-c2cc(F)cc(F)c2)nn1C (configuration not stated),-1.5%,6,-5,5,-1%,-8,-4,1%,-7%
O=[N+]([O-])c1ccc(N2CCN(C(=S)Nc3ccc(F)cc3)CC2)cc1,-2.9%,8,-5,-1,4%,-34*,-24,1%,-3%
O=C(NCC1CC1)c1onc(CSc2ccc(F)cc2)c1C(=O)NCC1CC1,-0.4%,3,-5,6,-4%,-4,nt,0%,-2%
O=C(COC(=O)[C@H](Cc1ccccc1)NC(=O)c1cccs1)NC1CCCCC1,2.4%,13,-7,nt,-2%,-43*,5,-2%,-12%
Cc1ccc(N2CCN(S(=O)(=O)c3ccc(-n4cnnn4)cc3)CC2)c(C)c1,1.1%&1.2%,1&3,-2&-2,6&-5,-3%&-3%,-4&-8,-2&-3,-1%&1%,6%&0%
COC(=O)c1ccc(COn2nnc3ccccc32)cc1,-2.7%,4,-5,-3,2%,-35*,-17,-2%,-12%
COc1ccc(CC(=O)N/N=C(\C)CC(=O)NCc2ccco2)cc1OC,1.2%,0,6,-23,-2%,-8,7,-1%,-8%
O=C(Nc1nnc(-c2ccccc2Cl)o1)c1nc2ccccc2s1,0.0%,12,-2,-17,15%,-1,nt,?,-12%
CCOC(=O)c1nnc(-c2ccccc2)nc1N1CC(C)OC(C)C1 (configuration not stated),-0.3%,4,3,-3,-1%,-6,-16,3%,-9%
CC(C)N1CCN(Cc2ccc(Oc3ncccn3)cc2)CC1CCO (configuration not stated),1.7%,0,4,0,-3%,4,5,0%,2%
O=C(Cc1c[nH]c2ccccc12)Nc1nccs1,-1.6%,5,0,-5,4%,-11,1,2%,0%
O=C(NC(C(=O)N/N=C/c1cccnc1)c1n[nH]c(=O)c2ccccc12)c1ccccc1 (configuration not stated),1.4%,3,4,0,-2%,-4,-6,5%,3%
Nc1ccc(Sc2ccccc2Cl)nc1,nt,nt,nt,nt,-2%,nt,4,-4%,-10%

Gathered by group, those above containing an aryl thioether with sulfur outside any ring
compound,RXFP1 agonist,D1 agonist,D1 potentiator,D2 PAM,Glioma ERSR ind,D1 antag,RXFP1 antagonist,Vif-APOBEC3G blk,Vif-APOBEC3F blk
CSc1nsc(NC(=O)CCNC(=O)c2ccc([N+](=O)[O-])cc2)n1,-0.8%,3,-11,3,0%,-11,-8,-1%,16%
O=C(CSc1nncn1-c1ccccc1)Nc1cc(F)ccc1F,-0.3%,0,-3,19,-3%,-1,-4,1%,12%
Cc1cc(=O)[nH]c(SCCOc2ccc3c(c2)CCC3)n1,-0.2%,0,-4,3,-3%,-7,8,1%,0%
CSc1ncc(C(=O)Nc2ccccc2C)c(C)n1,-1.6%,4,-5,-6,-3%,-4,-6,-2%,12%
CCOC(=O)c1ccc2c(c1)nc(SCC(=O)N1CCOCC1)n2CC,0.2%,2,-7,1,0%,-3,-9,-1%,0%
O=C(NCC1CC1)c1onc(CSc2ccc(F)cc2)c1C(=O)NCC1CC1,-0.4%,3,-5,6,-4%,-4,nt,0%,-2%
Nc1ccc(Sc2ccccc2Cl)nc1,nt,nt,nt,nt,-2%,nt,4,-4%,-10%
